B2AR arrestin = qHTS assay of beta-arrestin-biased ligands of beta2-adrenergic receptor; beta-arrestin recruitment to beta2AR, cell-based reporter; Potency, µM (doses to about 46.1 µM), inactives show top-dose activation, actives largely listed as activators; actives 0.02% (n = 330,000); AID 492947, 2010;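 further: potency means the concentration at half of the fitted maximal effect; 0% = DMSO controls and full agonism = EC100 isoproterenol or metaproterenol; nearly all actives have a fitted effect of over 65% in size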
Target sequence (P07550 whole entry, looked up): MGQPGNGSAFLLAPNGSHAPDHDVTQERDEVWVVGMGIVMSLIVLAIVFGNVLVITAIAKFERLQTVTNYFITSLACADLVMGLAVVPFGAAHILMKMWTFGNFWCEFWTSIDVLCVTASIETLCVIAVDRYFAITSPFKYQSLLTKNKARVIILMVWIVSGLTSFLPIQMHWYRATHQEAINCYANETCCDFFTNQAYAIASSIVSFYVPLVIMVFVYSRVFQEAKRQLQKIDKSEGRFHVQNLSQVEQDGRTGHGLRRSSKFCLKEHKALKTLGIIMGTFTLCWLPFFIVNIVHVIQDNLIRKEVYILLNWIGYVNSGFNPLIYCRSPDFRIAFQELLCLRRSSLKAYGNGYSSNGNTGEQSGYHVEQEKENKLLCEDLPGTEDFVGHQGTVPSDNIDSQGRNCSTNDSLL
TRPV1 agonist = HTS Assay for Compounds that Act as Agonists of the Vanilloid Receptor 1; Transient receptor potential cation channel subfamily V member 1 (Homo sapiens), Q8NER1; TRPV1-expressing cells, Fluo-8 calcium influx, agonist mode; activation, % at 8.33 µM; actives 0.19% (n = 320,000); AID 540275, 2011; in the data active means activation above about 80%; inconclusive means between about 30% and that limit; further: 0% is about no effect
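Fluo-8 calcium influx in TRPV1-expressing cells, kinetic read (ex 480/em 520 nm). Compound added and read 3 min for agonist activity, followed by capsaicin at EC20 final and 2 min further read for enhancement.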
Integrin act MD = qHTS for Activators of Integrin-Mediated Alleviation for Muscular Dystrophy; Potency, µM (series often up to 38.3 µM), for the others: top-dose activation, actives largely listed as activators; actives 0.064% (n = 350,000); alpha7betagal myoblasts, beta-gal FDG fluorescence, 48 h;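 further: potency means the concentration at half of the fitted maximal effect; 100% = response of the positive control SU9516; nearly all actives have a fitted effect of over 60% in size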
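Alpha7betagal+/- myoblasts (passage 13) were plated 16-24 hr, then exposed to compounds (1:260 dilution of DMSO stock) for 48 hours at 37C. After MPER lysis, β-galactosidase reporter activity was read as FDG fluorescence (ex 480/em 540) after 30 minutes.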
p53 reactivation = qHTS assay for re-activators of p53 using a Luc reporter; H1299 p53-A138V BP100-luciferase reporter, luminescence, 24 h; Potency, µM (highest dose often 92.2 µM), for the others: at the top dose activity change, positive = activation, most hits filed as activators; actives 0.063% (n = 320,000); AID 504706, 2011; further: potency means the concentration at half of the fitted maximal effect; % of control where 0% means no effect; nearly all actives have a fitted effect of over 45% in size
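p53-null H1299 cells stably carrying temperature-sensitive p53-A138V and a BP100-luciferase reporter were pinned with compounds (4-point, 1:5 series) and held 24 hrs at 37 deg C. Luminescence was read 10 min after detection reagent.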
Eya2 phos inh = qHTS Assay for Inhibitors of the Phosphatase Activity of Eya2; recombinant Eya2, OMFP fluorescence dephosphorylation (OMFP is methylfluorescein phosphate); Protein phosphatase EYA2 (Homo sapiens), O00167; Potency, µM (top dose mostly 76.9 µM), without a hit: top-dose activity, negative = inhibition, most hits filed as inhibitors; actives 0.006% (n = 330,000); further: potency means the concentration at half of the fitted maximal effect; on the % scale 0 is the no-effect control and ±100 the full control effect
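Eya2 protein (added as 0.2 uM solution) was preincubated with compound for 10 min at ambient temperature in 50 mM HEPES pH 7.5, 50 mM NaCl, 5 uM MgCl2, 0.05% BSA, 1 mM DTT. OMFP (added at 50 uM) then reacted 10 min; fluorescence read at 485/525 nm.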
BRCA1 expr up = qHTS Assay to Identify Small Molecule Activators of BRCA1 Expression | MCF7-BRCA1-FFLuc reporter, luminescence, 48 h; response scale: scaled: vehicle 0%, 10 µM genistein 100% | Potency, µM (top dose mostly 46.1 µM), inactives show at the top dose activation, actives largely listed as activators | actives 1.1% (n = 380,000) | AID 624202, 2012; further: potency means the concentration at half of the fitted maximal effect; nearly all actives have a fitted effect of over 80% in size; some results filed as inactive show a strong effect at the top dose
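Reporter cells (MCF7, BRCA1 promoter-firefly luciferase) received library compounds across a concentration series for 48 h. End-point luminescence was measured and concentration-effect curves derived after normalization.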
uPA surface inh = qHTS for Inhibitors of Cell Surface uPA Generation | actives 0.31% (n = 330,000) | cell surface uPA generation assay, qHTS | Potency, µM (titrated, usually from 38.3 µM), inactives show top-dose activity change, negative = inhibition, usual class: inhibitors; active means well fitted inhibition curve with a large enough effect; inconclusive means small, poorly fitted or top-dose-only effect; inactive means no such curve, though single readings can be large or run the other way; tested in mouse RAW 264.7 cells; further: potency means the concentration at half of the fitted maximal effect; on the % scale 0 is the no-effect control and ±100 the full control effect; nearly all actives have a fitted effect of over 55% in size
ELG1 genotox = qHTS screen for small molecules that induce genotoxicity in human embryonic kidney (HEK293T) cells expressing luciferase-tagged ELG1. HEK293T ELG1-luciferase reporter, luminescence, 16 h. Potency, µM (titrated, usually from 46 µM), for the others: at the top dose activity change, positive = activation, most hits filed as activators. actives 1.3% (n = 330,000); further: potency means the concentration at half of the fitted maximal effect; % of control where 0% means no effect; nearly all actives have a fitted effect of over 60% in size
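HEK293T cells expressing luciferase-tagged ELG1 were exposed to compound or DMSO vehicle for 16 hr at 37 °C and 5% CO2. Luciferase activity was then measured with ONE-Glo after 30 min at room temperature.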
PTAP TSG101 blk = qHTS Assay for Iinhibitors of HIV-1 Budding by Blocking the Interaction of PTAP/TSG101. Tumor susceptibility gene 101 protein (Homo sapiens), Q99816. Fluorescence polarization, FITC-PTAP peptide / Tsg101 binding. Potency, µM (series often up to 115 µM), inactives show at the highest dose activity change, negative = inhibition, actives largely listed as inhibitors. 340,000 tested, under 10 active. AID 493005, 2010; active means well fitted inhibition curve with a large enough effect in the main read-out, with a control signal flat, not every such curve was filed as active; inconclusive means small, poorly fitted or top-dose-only effect, or effect the other way, or a change in a side signal; inactive means no such curve, though single readings can be large or run the other way; further: potency means the concentration at half of the fitted maximal effect; % of control where 0% means no effect
Target sequence (Q99816 whole entry, looked up): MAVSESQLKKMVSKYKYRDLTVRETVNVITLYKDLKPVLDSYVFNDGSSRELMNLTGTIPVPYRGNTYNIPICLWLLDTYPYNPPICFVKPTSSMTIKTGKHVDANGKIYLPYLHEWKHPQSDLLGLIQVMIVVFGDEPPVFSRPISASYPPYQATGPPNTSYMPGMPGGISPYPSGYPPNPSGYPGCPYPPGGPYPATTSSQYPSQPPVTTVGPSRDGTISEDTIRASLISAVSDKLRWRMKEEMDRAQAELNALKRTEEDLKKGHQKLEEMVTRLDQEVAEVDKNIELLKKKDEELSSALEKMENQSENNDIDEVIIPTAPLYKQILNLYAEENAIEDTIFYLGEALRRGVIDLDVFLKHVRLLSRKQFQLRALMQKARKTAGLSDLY
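Fluorescence polarization binding of Tsg101 binding domain (10 uM final) to FITC-labeled PTAP peptide (50 nM final) in HEPES pH 7.5 buffer with NaCl, Tween 20, EDTA, TCEP. Compounds added before peptide; binding 20 min at RT.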
USP2a inh = qHTS Assay for Inhibitors of Ubiquitin-specific Protease USP2a Using CHOP2 as the Reporter; USP2 core, Ub-CHOP2 coupled fluorogenic reporter, 485/531; Potency, µM (top dose mostly 38.3 µM), inactives show at the highest dose activity change, negative = inhibition, hits mostly inhibitors; Ubiquitin carboxyl-terminal hydrolase 2 (Homo sapiens), O75604; actives 0.01% (n = 330,000);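 further: potency means the concentration at half of the fitted maximal effect; plate controls were DMSO wells for no effect and full inhibition by NEM control for full effect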
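USP2 core (10nM final) preincubated 30min RT with compound in 20mM Tris-HCl pH 8.0, 2mM CaCl2, 2mM beta-mercaptoethanol, 0.05% CHAPS; 25nM Ub-CHOP2 plus 25nM reporter substrate added, fluorescence (Ex485/Em531) read after 60min.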
ASM inhibitor = Inhibitors of Secretory Acid Sphingomyelinase (S-ASM): qHTS; AID 504937, 2011; placental ASM, HMU-PC fluorogenic substrate, 60 min; Sphingomyelin phosphodiesterase (Homo sapiens), P17405; Potency, µM (highest dose often 57.5 µM), for inactives: at the highest dose activity change, negative = inhibition, hits mostly inhibitors; actives 0.006% (n = 340,000); further: potency means the concentration at half of the fitted maximal effect
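Fluorescence read-out (Ex 386 nm, Em 447 nm) after stopping the reaction at pH 10. Enzyme: ASM from human placenta; substrate HMU-PC0, 9 uM final; 60 min, 37 °C. Compound preincubation 10 min, ambient temperature.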
The depositor's hits bear a star; ? = inconclusive; / = not tested or not shown; [ ] = another dose, or the depositor's remark. Unless noted, the call rests on the fitted dose curve; in most records, active means well fitted curve in the direction sought with a large enough effect; inconclusive means small, poorly fitted or top-dose-only effect, or another doubt; inactive means no such curve, though single readings can be large; an effect the other way counts as inactive or inconclusive.

no.	Structure	B2AR arrestin	TRPV1 agonist	Integrin act MD	p53 reactivation	Eya2 phos inh	BRCA1 expr up
1	O=C(Nc1ccc(F)cc1)C1CCN(c2ncnc3c2nc2n3CCCCC2)CC1	-0.5%	?	0%	0%	12%	13%
2	COc1ccc(-c2cc(C(=O)Nc3ccccc3O)c3ccccc3n2)cc1OC	0.0%	?	7%	-4%	-4%	-5%
3	Nc1nnnn1/N=C/c1cc(Cl)cc(Cl)c1OCc1ccc(Cl)cc1Cl	0.2%	4	10%	1%	4%	2%
4	Cc1cn([C@H]2C[C@H](O)[C@@H](CCC(=O)NC(c3ccccc3)c3ccccc3)O2)c(=O)[nH]c1=O	/	/	0%	/	/	8%
5	O=Cc1sc([O-])nc1-[n+]1ccc2ccccc2c1	-0.2%	1	14%	1%	?	-5%
6	CSc1ncnc2ncn(C)c12	/	/	0%	/	/	-17%
7	CCNC(=S)NNC(=O)c1csc2ccccc12	-0.1%	5	14%	-1%	2%	-6%
8	O=C(NCCCCNC(=O)c1ccc(Br)s1)c1ccc(Br)s1	0.1%	0	-13%	3%	3%	5%
9	CCN1CCCC1CN(Cc1cc2ccc(C)cc2[nH]c1=O)C(=S)Nc1ccccc1OC (configuration not stated)	0.0%	-2	-41%[inhibitor]	-3%	4%	-43%
10	O=c1oc2c3c4c(cc2s1)CCCN4CCC3	-2.7%	-6	-20%	-2%	17%	-3%
11	CCOc1ccc(C(=O)Nc2ccc(S(=O)(=O)NCC3CCCO3)cc2)cc1OCC (configuration not stated)	-0.2%	-2	-3%	-16%	-4%	-22%
12	CCOC(=O)Nc1ccc2c(COC(=O)C(NS(=O)(=O)c3ccc(Cl)cc3)C(C)O)cc(=O)oc2c1 (configuration not stated)	3.5%	/	13%	-4%	-10%	2%

no.	uPA surface inh	ELG1 genotox	PTAP TSG101 blk	USP2a inh	ASM inhibitor
1	-24%	-6%	0%	1%	2%
2	-5%	-11%	0%	-1%	2%
3	3%	24%	-5%	5%	2%
4	7%	/	0%	/	5%
5	1%	0%	-6%	4%	6%
6	-2%	/	-6%	/	9%
7	/	1%	-7%	1%	0%
8	/	7%	-4%	2%	0%
9	-7%	2%	-7%	3%	3%
10	-4%	-10%	-16%	2%	-5%
11	19%	-2%	-3%	2%	-1%
12	-9%	-2%	1%	2%	30%

Other records follow.
no.	Structure	B2AR arrestin	TRPV1 agonist	Integrin act MD	p53 reactivation	Eya2 phos inh	BRCA1 expr up
13	Cc1ccc(S(=O)(=O)c2c(N)n(NC(=O)c3ccccc3C)c3nc4ccccc4nc23)cc1	-1.8%	-2	22%	0%	-40%	-42%
14	CC(=O)Nc1ccc(NC(=O)C2CCCN2S(=O)(=O)c2cccc(C(F)(F)F)c2)cc1 (configuration not stated)	0.2%	3	-55%[inhibitor]	-2%	-2%	-12%
15	CC(C)C[C@H](NC(=O)Nc1ccccc1F)C(=O)O	-1.1%	1	8%	-1%	-8%	19%
16	O=S(=O)(c1ccc(Cl)cc1)N1CCC2(CC1)CO2	0.5%	1	7%	4%	5%	-32%
17	CCOc1cc(C2C(C(C)=O)=C(O)C(=O)N2CCc2c[nH]c3ccccc23)ccc1O (configuration not stated)	-0.1%	3	31%	-1%	3%	5%
18	COc1cc(N(C)C)c([N+](=O)[O-])cc1C(=O)N1CCOCC1	-1.7%	0	5%	2%	0%	-4%
19	Cc1onc(-c2c(Cl)cccc2Cl)c1NC(=O)N1CCSCC1	0.1%	-3	7%	2%	5%	2%
20	Cc1cc(C)n(C(=O)CNC(=O)CCc2ccccc2)n1	-1.1%	-8	26%	-4%	3%	1%
21	CCCSc1ccccc1C(=O)N1CCN(C(=O)c2ccco2)CC1	0.4%	5	-39%	2%	-1%	-1%
22	O=C(CSc1nc2ccccc2c(=O)n1-c1ccc(F)cc1)Nc1cc(S(=O)(=O)N2CCOCC2)ccc1Cl	16µM*	-2	-1%	0%	-3%	-31%
23	Cc1cccc(N2CCN(C(=O)/C=C/c3ccco3)CC2)c1C	0.2%	?	-21%	1%	-6%	17%
24	Cc1nc(-c2ccc(Cl)cc2)sc1C1(C)CC(c2ccc(OC(F)(F)F)cc2)=NO1 (configuration not stated)	-0.2%	0	9%	8%	-8%	-6%

no.	uPA surface inh	ELG1 genotox	PTAP TSG101 blk	USP2a inh	ASM inhibitor
13	/	-12%	-1%	-14%	135%[activator]
14	6%	0%	-2%	2%	2%
15	-7%	-1%	-1%	8%	4%
16	-9%	5%	-2%	1%	2%
17	9%	-2%	-3%	11%	-2%
18	4%	2%	0%	-4%	-1%
19	4%	0%	1%	0%	8%
20	5%	1%	-2%	0%	1%
21	1%	-1%	-2%	1%	0%
22	2%	1%	2%	0%	0%
23	-8%	-2%	-2%	3%	-1%
24	-2%	5%	-1%	-10%	-8%

Grouped by structure: the entries above containing a thiophene ring, fused or not (2)
no.	Structure	B2AR arrestin	TRPV1 agonist	Integrin act MD	p53 reactivation	Eya2 phos inh	BRCA1 expr up
7	CCNC(=S)NNC(=O)c1csc2ccccc12	-0.1%	5	14%	-1%	2%	-6%
8	O=C(NCCCCNC(=O)c1ccc(Br)s1)c1ccc(Br)s1	0.1%	0	-13%	3%	3%	5%

no.	uPA surface inh	ELG1 genotox	PTAP TSG101 blk	USP2a inh	ASM inhibitor
7	/	1%	-7%	1%	0%
8	/	7%	-4%	2%	0%

More entries:
no.	Structure	B2AR arrestin	TRPV1 agonist	Integrin act MD	p53 reactivation	Eya2 phos inh	BRCA1 expr up
25	S=c1nc(-c2ccccc2)[nH]c2ccccc12	?	6	0%	-2%	-19%	-23%
26	CC(Oc1cccc(Cl)c1)C(=O)Nc1cc(S(=O)(=O)N2CCCCC2)ccc1N1CCOCC1 (configuration not stated)	0.1%	16	-9%	0%	-15%	-42%
27	COc1cc(NS(=O)(=O)c2ccc(N/C=C(\C#N)c3nc4cc(Cl)ccc4o3)cc2)nc(OC)n1	0.2%	3	-9%	/	-15%	-79%
28	COc1ccc(-n2cnc3cc(NS(=O)(=O)c4ccccc4)ccc32)cc1	5.5%	14	-29%	-1%	5%	-10%
29	Cc1nc(-c2ccc(F)cc2)c(CC(=O)N(C)CC(=O)Nc2ccc(Br)cc2C)s1	-0.4%	10	-27%	7%	29%	-13%
30	O=C1c2cccnc2C(=O)N1Cc1ccc(S(=O)(=O)NCc2ccco2)cc1	0.3%	-3	12%	11%	13%	5%
31	CCc1ccc(CCN2C(=O)c3ccccc3C2=O)nc1	-0.1%	10	-5%	8%	8%	-11%
32	CC(Oc1ccc(Cl)cc1)C(=O)Nc1nccs1 (configuration not stated)	-0.8%	24	-17%	27%	-8%	-2%
33	COc1cc(/C=C(\C#N)C(=O)NC(C)C)ccc1OCc1ccc(C(=O)O)cc1	-0.2%	/	24%	2%	7%	51%
34	CCOc1ccc(NC(=O)N2CC=C(n3c(=O)[nH]c4ccccc43)CC2)cc1	-0.4%	24	-19%	-25%	-10%	-8%

no.	uPA surface inh	ELG1 genotox	PTAP TSG101 blk	USP2a inh	ASM inhibitor
25	1%	-2%	-1%	2%	1%
26	?	?	-4%	2%	/
27	-14%	/	-1%	0%	52%[activator]
28	-9%	3%	0%	-8%	-12%
29	-2%	0%	-3%	0%	-2%
30	-7%	3%	-1%	6%	-1%
31	0%	1%	1%	1%	0%
32	-2%	0%	-1%	-3%	-1%
33	-4%	6%	-4%	1%	10%
34	5%	-3%	-3%	4%	1%

Assay outcomes from PubChem BioAssay.
